ERa coact pot = enhances coactivator binding to human estrogen receptor alpha | TR-FRET ERalpha-LBD/SRC-Cy5 coactivator binding, 2 h; 100 = basal binding, no effect | coactivator binding (% of control), % at 25.6 µM | 1.3% of 86,000 active | AID 639; in the data active = activity above about 200%;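 also: binding measured in presence of low estradiol as agonist stimulus; 0% = peptide alone without receptor and 100% = receptor with peptide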
ERa SRC1 inh = ER-alpha (human) coactivator binding inhibition. TR-FRET ER-alpha LBD / SRC-1 peptide, estradiol-bound. inhibition, % at 25.6 µM. 1.7% of 86,000 active. AID 629; in the data active = inhibition above about 50%;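 also: 0% = receptor plus peptide control and 100% = peptide only without receptor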
CYP2C19 inhib = human CYP2C19 inhibition | P33261 | CYP2C19 Supersomes, luciferin-H EGE luminescence, 30 min | inhibition, % at 5 µM | 21% of 96,000 active | AID 778;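 active = CYP2C19 inhibition above a set limit at 5 µM in the primary screen, cut at about 50% in these data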;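 also: plate controls were negative control wells for no effect and 2.5 mM tranylcypromine positive control for full effect; values of inactives mirror those of a sister screen read the other way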
HUVEC prolif 384 = human endothelial cell proliferation inhibition; HUVEC proliferation, CellTiter-Glo luminescence, 72 h; active compounds read low; viability, % at 10 µM (by protocol); 1.1% of 86,000 active;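 active = viability at or below 30%; inactive = viability above 30%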;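 also: 100% = median luminescence of DMSO-only cell control wells on each plate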
Mac1 fbg enh = increases human CD11b/CD18 adhesion to fibrinogen | 0.07% of 93,000 active | AID 1499 | P05107+P11215 | K562 CD11b/CD18 adhesion to fibrinogen, ATPlite luminescence | activation, % at 10 µM;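 active = 10 µM primary screen giving 50% or more activity, confirmed by 40% or more on retest at that dose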; also: strong numbers were not always called active
Target sequence (P05107 whole entry, looked up, other chains not shown): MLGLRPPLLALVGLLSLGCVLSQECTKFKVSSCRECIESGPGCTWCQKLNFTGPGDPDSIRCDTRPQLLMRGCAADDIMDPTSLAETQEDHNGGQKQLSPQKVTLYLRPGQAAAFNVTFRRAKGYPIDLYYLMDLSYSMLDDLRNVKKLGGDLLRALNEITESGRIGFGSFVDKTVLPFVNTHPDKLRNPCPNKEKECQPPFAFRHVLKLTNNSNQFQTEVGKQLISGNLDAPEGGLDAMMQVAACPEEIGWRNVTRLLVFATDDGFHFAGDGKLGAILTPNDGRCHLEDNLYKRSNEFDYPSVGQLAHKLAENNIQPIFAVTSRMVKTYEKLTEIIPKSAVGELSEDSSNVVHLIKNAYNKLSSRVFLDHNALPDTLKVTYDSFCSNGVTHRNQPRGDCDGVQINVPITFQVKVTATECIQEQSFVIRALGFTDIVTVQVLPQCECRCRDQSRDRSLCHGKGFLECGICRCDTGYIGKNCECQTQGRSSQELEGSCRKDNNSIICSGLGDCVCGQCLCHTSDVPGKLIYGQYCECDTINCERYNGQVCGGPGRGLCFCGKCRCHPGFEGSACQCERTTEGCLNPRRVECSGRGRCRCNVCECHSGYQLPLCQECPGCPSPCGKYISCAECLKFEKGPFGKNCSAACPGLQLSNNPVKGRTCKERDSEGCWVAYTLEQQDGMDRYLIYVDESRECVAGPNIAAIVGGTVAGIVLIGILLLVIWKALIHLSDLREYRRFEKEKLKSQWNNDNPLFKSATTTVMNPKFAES
CD11b adhes inh = inhibitors of human CD11b/CD18 binding to fibrinogen. 0.54% of 93,000 active. AID 1497. inhibition, % at 10 µM. P05107+P11215. K562 CD11b/CD18 adhesion to fibrinogen, ATPlite luminescence; Mn2+ added to activate the integrin;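 active = primary inhibition of 50% or more at 10 µM, then 40% or more on retest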; also: some results filed as inactive read as strong as hits
CYP2C19 activ = cytochrome P450 2C19 (human) activation; P33261; recombinant CYP2C19, luciferin-H EGE luminescence; active compounds read high; 0 = fully inhibited enzyme, 1 = untreated enzyme; activation factor at 5 µM; 96,000 tested, under 10 active;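 active = activation factor of at least 2 at 5 µM in the primary screen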;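 also: 0 = wells with 2.5 mM tranylcypromine and 1 = vehicle-only wells; values of inactives mirror those of a sister screen read the other way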
Fibroblast inh = blocks proliferation of human lung fibroblasts; AID 719; 1.1% of 85,000 active; LL 47 human lung fibroblast viability, ATP luminescence; active compounds read low; viability, % at 10 µM;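 active = viability at or below 50% in the single dose screen; inactive = viability above 50%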;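 also: compound exposure lasted 72 h before the ATP readout; 100% = median luminescence of untreated cell-only wells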
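Signal: luminescent ATP detection, CellTiter-Glo; assay system: LL 47 human lung fibroblasts; input: 1,150 cells/well; incubation: overnight cell rest, 72 h compound treatment at 37 °C; measure: % viability versus median cells-only luminescence; medium: IMEM growth medium with 15% fetal bovine serum; dosing: compound addition at 0.1% DMSO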
H69AR growth 86K = blocks growth of human H69AR lung tumor cells | 6% of 85,000 active | viability, % at 10 µM | H69AR lung tumor viability, ATP luminescence, 72 h; active compounds read low;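 active = viability at or below 40%; inactive = viability above 40%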;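 also: multidrug resistant small cell line overexpressing MRP-1 efflux transporter; 100% = mean luminescence of untreated control wells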
Numbers without * were called inactive; / = no result given; [ ] = dose if it differs, or a comment.

SMILES	ERa coact pot	ERa SRC1 inh	CYP2C19 inhib	HUVEC prolif 384	Mac1 fbg enh	CD11b adhes inh	CYP2C19 activ	Fibroblast inh	H69AR growth 86K
COc1ccc(C2C3C(=O)N(Cc4ccccc4)C(=O)C3ON2c2ccccc2)c(OC)c1OC (stereo not drawn)	109	-2	21	87	-1	-7	0.8	94	74
Cc1cc(N2CCOCC2)n2nc(C)c(-c3ccccc3)c2n1	119	-17	0	98	3	9	1	90	45
CC1CC(C(F)(F)F)n2ncnc2N1 (stereo not drawn)	140[fluorescence artefact?]	5[fluorescence artefact?]	-12	96	0	-10	1.1	102	108
CCOc1ccc(NC(=O)c2ccccc2OC)cc1	115	-2	3	93	-4	-4	1	102	63
Cc1ccc(NC(=O)C2CCN(S(=O)(=O)c3c(C)n[nH]c3C)CC2)nc1	109	-23	-6	96	/	/	1.1	99	97
C(=N\Nc1nc(-c2ccccc2)cs1)/c1cccnc1	/	/	93*	/	4	2	0.1	/	/
O=c1[nH]c2cc3c(cc2cc1CN(CC1CCCO1)S(=O)(=O)c1ccccc1)OCCO3 (stereo not drawn)	113	-5	9	97	-2	2	0.9	94	88
CCOC(=O)C1C(=O)NC(N2CCCCC2)=NC1c1ccccc1 (stereo not drawn)	110	-4	-4	101	-4	-29	1	97	95
Cc1ccc(NCc2nnc(SCC(=O)N3CCCc4ccccc43)o2)c(C)c1	89	-8	4	91	-1	2	1	104	67
Cc1ccsc1C1Nc2ccc3ncccc3c2C2=C1C(=O)CCC2 (stereo not drawn)	/	/	90*	/	-2	-10	0.1	/	/
COC(=O)c1ccc(NC(=O)CN2CCOCC2)cc1	106	7	1	86	3	-3	1	99	100
Cc1cc(C)n(C(=O)CCCC(=O)n2nc(C)cc2C)n1	115	-9	18	100	-1	-3	0.8	92	94
COC(=O)CSc1nc(NCC(C)C)nc(N2CCOCC2)n1	112	-25	16	94	-8	13	0.8	92	88
Cc1ccc(-c2csc(N(CCCN3CCOCC3)C(=O)c3ccco3)n2)cc1	120	-3	87*	77	2	-5	0.1	86	/
O=C(CCC(=O)OCC(=O)c1cccc([N+](=O)[O-])c1)Nc1cccc(Cl)c1Cl	/	/	-1	/	4	-6	1	/	/
COc1ccc(-c2csc(-n3ncc(-c4cccs4)c3N)n2)cc1	/	/	6	/	-4	8	0.9	/	/
Cc1ccsc1/C=N/NC(=O)CSCc1ccc(Cl)cc1	/	/	51*	/	0	16	0.5	/	/
CCCn1c(Nc2nc3ccccc3n2C)nc2ccccc21	9[fluorescence artefact?]	-3	-10	3.0*	-2	-17	1.1	102	3.1*
Cc1cc(Cl)c(S(=O)(=O)N2CC(C)OC(C)C2)cc1OCC(N)=O (stereo not drawn)	105	4	-7	91	-2	-9	1.1	92	98
Cc1[nH]nc(-c2ccc(OCc3cnn(-c4ccccc4)c3)cc2O)c1Oc1ccc(Cl)cc1	/	/	21	/	4	-27	0.8	/	/

Quoted from the listing:
Result for O=C(CCC(=O)OCC(=O)c1cccc([N+](=O)[O-])c1)Nc1cccc(Cl)c1Cl under CYP2C19 inhib: -1
Result for COC(=O)c1ccc(NC(=O)CN2CCOCC2)cc1 under HUVEC prolif 384: 86
Result for COc1ccc(-c2csc(-n3ncc(-c4cccs4)c3N)n2)cc1 under Mac1 fbg enh: -4
Result for CCOC(=O)C1C(=O)NC(N2CCCCC2)=NC1c1ccccc1 (stereo not drawn) under ERa coact pot: 110
Result for COC(=O)CSc1nc(NCC(C)C)nc(N2CCOCC2)n1 under H69AR growth 86K: 88

Following part:
SMILES	ERa coact pot	ERa SRC1 inh	CYP2C19 inhib	HUVEC prolif 384	Mac1 fbg enh	CD11b adhes inh	CYP2C19 activ	Fibroblast inh	H69AR growth 86K
COCCN1C(=O)c2ccccc2C(C(=O)NCCCN2CCCC2=O)C1c1c[nH]c2ccccc12 (stereo not drawn)	96	1[fluorescence artefact?]	/	92	/	/	/	88	96
Cn1nnnc1SCCNCc1ccncc1	126	-27	44	103	-1	-11	0.6	97	90
O=C(O)CCCC(=O)Nc1ccccc1C(=O)N1CCCC1	98	-12	-12	85	-5	13	1.1	94	90
COc1ccc(-c2oc3ncnc(NCCN4CCOCC4)c3c2-c2ccc(OC)cc2)cc1	90	7[fluorescence artefact?]	23	71	-2	2	0.8	77	18*
CCc1ccc2c(c1)cc(CN(C(=S)Nc1ccccc1)C1CC1)c1nnnn12	/	/	10	/	-4	12	0.9	/	/
Cc1ccc(S(=O)(=O)CC2CSc3nc(N)cc(=O)n32)cc1 (stereo not drawn)	109	-10	33	102	-3	1	0.7	99	94
Cc1noc(C)c1C(=O)NCCc1ccccc1	81	-1	5	90	-3	1	0.9	91	85
CN1CCN(c2ccc(Cl)cc2NC(=O)C2COc3ccccc3O2)CC1 (stereo not drawn)	81	40	11	71	-5	8	0.9	82	30*
C=CCNS(=O)(=O)CC12CCC(CC1=O)C2(C)C (stereo not drawn)	96	-7	6	99	4	-7	0.9	102	89
COc1cccc(OC)c1NC(=O)C1CCCN1C(=O)NCc1ccccc1 (stereo not drawn)	121	-8	-3	119	-4	2	1	103	99
S=C(Nc1ccccc1)Nc1nc2ccccc2n1CCOc1ccccc1	/	/	23	/	4	3	0.8	/	/
O=C(CCCN1C(=O)c2ccccc2C1=O)Nc1ccc(S(=O)(=O)N2CCCCC2)cc1	107	1[fluorescence artefact?]	63*	96	2	17	0.4	103	91
Cc1ccc(N2CCN(CC3CC=CCC3)CC2)cc1 (stereo not drawn)	102	-10	60*	91	-3	4	0.4	99	77
CCn1c(SCC(=O)N2CCOCC2)nc2sc3c(c2c1=O)CCCC3	109[fluorescence artefact?]	8	38	98	-3	2	0.6	88	39*
Cc1nn(-c2ccccn2)c2nc(-c3cccs3)cc(C(=O)N3CCOCC3)c12	126[fluorescence artefact?]	0	6	108	0	-12	0.9	94	46
Cc1ccccc1C(=O)Nc1ccccn1	106	-3	-5	96	-4	-18	1	117	89
CNC(=O)c1ccc(Nc2nnc(C)c3ccccc23)cc1	121	-8	/	107	/	/	/	107	90
COc1ccc(-c2ccc(-c3nnn(CC(=O)N4CCOCC4)n3)cc2)cc1	157[fluorescence artefact?]	-7	-8	85	1	60	1.1	38*	24*
COc1ccccc1N1CCN(C(=O)C(Sc2ccccc2)c2ccccc2)CC1 (stereo not drawn)	/	/	61*	/	-5	9	0.4	/	/
CCOC(=O)N1CCN(C(=O)CSCc2nc(-c3ccccc3C)oc2C)CC1	111	4	59*	100	-3	4	0.4	/	72
CCSC(=Nc1ccccc1)C1=C(O)COC1=O	102	-2	1	96	2	-25	1	108	94
COc1ccc(C(=O)CN2C(=O)c3ccccc3C2=O)c(OC)c1C	117	-3	83*	99	2	-29	0.2	106	102
COc1ccc(Cl)c(NC(=O)NCCN2CCN(c3ccccc3)CC2)c1	126	-22	9	97	1	-24	0.9	98	85
CCN(CC)c1ncnc2ccc(Br)cc12	85	0	26	55	/	/	0.7	89	104
CC(C)(C)c1cc(CN2CCN(CCC#N)CC2)cc(C(C)(C)C)c1O	103	1	-2	93	-3	54	1	95	73
O=C(CN1C(=O)CSC1=O)Nc1ccccc1F	/	/	1	/	-4	1	1	/	/
COc1ccc(-c2nnc(NC(=O)c3ccc(S(=O)(=O)N4CCCc5ccccc54)cc3)o2)cc1	92	3[fluorescence artefact?]	-1	3.0*	1	-8	1	63	17*
O=C(Nc1ccc(NC(=O)C2CC2)nc1)c1cccnc1	81	4	5	103	0	26	1	110	97
CC(=O)Nc1ccc(OCC(O)CNC2CCCC2)cc1 (stereo not drawn)	/	/	7	/	-1	-1	0.9	/	/
Cn1c(=O)oc2cc(S(=O)(=O)NCCc3ccccc3)ccc21	95	6	80*	100	-3	1	0.2	101	96
O=C(Nc1cccc(-c2cn3ccccc3n2)c1)c1cnccn1	96	-2	/	93	/	/	/	104	89
O=C(COc1ccccc1)N1CCN(C(=O)Cc2ccccc2)CC1	107	-24[fluorescence artefact?]	1	100	-5	14	1	102	99
CCOc1ccccc1N(CC(=O)NC1CCCCC1)C(=O)CCCC(=O)Nc1ccccn1	122[fluorescence artefact?]	7	69*	91	1	1	0.3	/	95
Cc1nc2ccc(-c3ccccc3)cc2o1	102	2[fluorescence artefact?]	9	101	0	30	0.9	102	111
CCOC(=O)c1cnc2ccc(C)cc2c1Nc1ccc(N2CCOCC2)cc1	/	/	78*	/	8	-14	0.2	/	/
CC(=O)c1ccc(OCCN2CCOCC2)cc1	104	-12	2	93	0	-25	1	94	86
COc1ccc(-n2c(-c3ccc(F)cc3)cnc2SCC(=O)NCc2ccco2)cc1	98	6	92*	90	-7	-2	0.1	105	98
CN(CC(=O)Nc1ccccc1Cl)C(=O)COC(=O)CNC(=O)c1ccc(Br)o1	79	3	/	91	/	/	/	99	94
Cc1ccc(S(=O)(=O)/N=C/c2ccco2)cc1	53[fluorescence artefact?]	27	-13	91	-2	-2	1.1	93	113
Nc1c(N2CCN(c3ccccc3)CC2)c2ccccc2oc1=O	130	-1	35	91	-5	-8	0.7	95	89

Three compounds already listed, arranged by the value under Mac1 fbg enh, largest number first:
structure | Mac1 fbg enh
O=c1[nH]c2cc3c(cc2cc1CN(CC1CCCO1)S(=O)(=O)c1ccccc1)OCCO3 (stereo not drawn) | -2
CCc1ccc2c(c1)cc(CN(C(=S)Nc1ccccc1)C1CC1)c1nnnn12 | -4
CN1CCN(c2ccc(Cl)cc2NC(=O)C2COc3ccccc3O2)CC1 (stereo not drawn) | -5

Continued:
SMILES	ERa coact pot	ERa SRC1 inh	CYP2C19 inhib	HUVEC prolif 384	Mac1 fbg enh	CD11b adhes inh	CYP2C19 activ	Fibroblast inh	H69AR growth 86K
COc1ccc(NC(=O)CSc2nc(NS(=O)(=O)c3ccccc3)cc(=O)[nH]2)cc1	133	-4	1	92	1	-5	1	95	88
CCC1CCc2c(sc(NC(=O)c3ccoc3C)c2C(N)=O)C1 (stereo not drawn)	103	2	9	62	50	-2	0.9	88	35*
Cc1cc(C)n(-c2nc(NCc3cccnc3)c3c4c(sc3n2)COC(C)(C)C4)n1	111	-2	39	87	0	-12	0.6	89	61
COC(=O)c1cc(Br)c(=O)n(Cc2ccco2)c1	115	0	23	94	-3	-4	0.8	102	88
C=CCSc1nc(N)c(C(=O)Nc2ccccc2OC)cc1C(=O)Nc1ccccc1	122	5[fluorescence artefact?]	-12	74	-4	-11	1.1	107	65
CCC(C)(C)NC(=O)C(c1ccccc1F)N(Cc1ccco1)C(=O)Cn1nnc2ccccc21 (stereo not drawn)	115	1	18	97	-2	-6	0.8	88	81
COc1ccccc1-n1c2c(cc(C(=O)N3CCC(C)CC3)c1=O)C(=O)CC(C)(C)C2	141	-3	36	108	3	-1	0.6	103	94
CCC(=O)N1CCc2cc(S(=O)(=O)CCC(=O)NCc3ccc4c(c3)OCO4)ccc21	121	1[fluorescence artefact?]	23	97	4	-13	0.8	/	106
Cc1ccc(C2=N/C(=C\c3cccs3)C(=O)N2Nc2ccccc2)cc1	120	-3	-12	92	-3	4	1.1	95	99
CCCCn1c(SCc2nc(N)nc(Nc3ccccc3C)n2)nc2ccccc2c1=O	121	9	87*	76	-1	-28	0.1	92	64
CC(C)NC(=O)CCCOc1ccc(Cl)cc1Cl	106[fluorescence artefact?]	-1	59*	96	-4	30	0.4	96	105
Cc1cc(C)c(NC(=O)CN2CCN3CCCC3C2)c(C)c1 (stereo not drawn)	/	/	0	/	3	4	1	/	/
Cc1ccc(Cl)cc1N(CC(=O)NC1CCCCC1)S(C)(=O)=O	107	-2	-9	89	-2	-8	1.1	97	102
Cc1c(C(=O)NCc2cccnc2)oc2c1C(=O)CC(C)(C)C2	90	-1[fluorescence artefact?]	80*	98	2	-3	0.2	91	99
O=C(Nc1ccccc1)N1CCN(c2nc3ccccc3s2)CC1	108	-13	63*	111	6	20	0.4	97	84
